B2AR arrestin = recruits beta-arrestin to the human beta2-adrenergic receptor; P07550; beta-arrestin recruitment to beta2AR, cell-based reporter; actives 0.02% (n = 330,000); Potency, µM (series often up to 46.1 µM), inactives show top-dose activation, actives largely listed as activators; AID 492947;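 further: potency means the concentration at half of the fitted maximal effect; 0% = DMSO controls and full agonism = EC100 isoproterenol or metaproterenol; nearly all actives have a fitted effect of over 65% in size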
Target sequence (P07550 whole entry, looked up): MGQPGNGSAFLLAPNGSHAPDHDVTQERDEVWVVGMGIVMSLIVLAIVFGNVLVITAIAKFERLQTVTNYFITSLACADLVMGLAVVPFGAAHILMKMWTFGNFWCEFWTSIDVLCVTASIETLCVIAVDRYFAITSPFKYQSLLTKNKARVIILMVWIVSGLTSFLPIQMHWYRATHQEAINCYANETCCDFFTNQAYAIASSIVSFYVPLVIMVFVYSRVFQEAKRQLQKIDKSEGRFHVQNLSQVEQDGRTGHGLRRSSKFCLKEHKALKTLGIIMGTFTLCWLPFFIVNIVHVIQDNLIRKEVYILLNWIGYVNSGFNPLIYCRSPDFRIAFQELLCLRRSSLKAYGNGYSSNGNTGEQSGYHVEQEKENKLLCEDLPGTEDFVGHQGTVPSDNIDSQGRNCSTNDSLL
BCR signal inh = chronic active BCR signaling inhibition; ABC-DLBCL IkBa-CBG/CBR reporter, luminescence ratio, 4 h; actives 0.05% (n = 340,000); Potency, µM (titrated, usually from 46.1 µM), inactives show at the top dose ratio change, negative = lower green/red ratio, usual class: inhibitors; active means well fitted inhibition curve with a large enough effect in the signal ratio, with a control signal flat, not every such curve was filed as active; inconclusive means small, poorly fitted or top-dose-only effect, or effect the other way, or a change in a side signal; the % refers to the signal ratio;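 further: potency means the concentration at half of the fitted maximal effect; plate controls were basal doxycycline-induced cells for no effect and cells given 10 µM MG132 for full effect; MG132 reads +100%, hits lower the ratio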
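Concentration-response series (up to 46 uM) were applied to TMD8 dual-reporter cells for 4 h at 37C with doxycycline. Green/red ratio, after filter-overlap correction, defined %Activity; red signal alone was normalised to basal cells and zero luminescence.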
Coupling enz = coupling enzyme interference in Giardia aldolase counter-screen. coupling enzyme system counterscreen, AmpLite Red fluorescence. activity change, negative = inhibition, % at 58.2 µM, hits read low. actives 0.67% (n = 290,000). AID 2472; in the data active means activity change below about -30%; further: on the % scale 0 is the no-effect control and ±100 the full control effect
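Counterscreen of the coupled detection system alone, without aldolase: glyceraldehyde-3-phosphate coupling enzymes plus AmpLite Red readout. Compounds at 57.5 uM final, 10 min RT preincubation, 20 min RT reaction, fluorescence 525/598 nm.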
Giardia killer = kills Giardia lamblia; Giardia lamblia trophozoite viability; activity change, % at 7.66 µM, hits read low; actives 0.15% (n = 340,000); AID 540267; in the data active means activity change below about -80%; inconclusive means between about -30% and that limit;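 further: parasites exposed to compound for two days anaerobically before the ATP read; on the % scale 0 is the no-effect control and ±100 the full control effect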
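Killing of trophozoites was scored by loss of ATP luminescence after a 48 hrs anaerobic exposure to compounds at 37 deg C, using 100 cells per well.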
ASM inhibitor = human S-ASM enzyme inhibition | placental ASM, HMU-PC fluorogenic substrate, 60 min | actives 0.006% (n = 340,000) | Potency, µM (series often up to 57.5 µM), for inactives: at the highest dose activity change, negative = inhibition, most hits filed as inhibitors | AID 504937 | P17405; further: potency means the concentration at half of the fitted maximal effect
Target sequence (P17405 47-631 limits assumed): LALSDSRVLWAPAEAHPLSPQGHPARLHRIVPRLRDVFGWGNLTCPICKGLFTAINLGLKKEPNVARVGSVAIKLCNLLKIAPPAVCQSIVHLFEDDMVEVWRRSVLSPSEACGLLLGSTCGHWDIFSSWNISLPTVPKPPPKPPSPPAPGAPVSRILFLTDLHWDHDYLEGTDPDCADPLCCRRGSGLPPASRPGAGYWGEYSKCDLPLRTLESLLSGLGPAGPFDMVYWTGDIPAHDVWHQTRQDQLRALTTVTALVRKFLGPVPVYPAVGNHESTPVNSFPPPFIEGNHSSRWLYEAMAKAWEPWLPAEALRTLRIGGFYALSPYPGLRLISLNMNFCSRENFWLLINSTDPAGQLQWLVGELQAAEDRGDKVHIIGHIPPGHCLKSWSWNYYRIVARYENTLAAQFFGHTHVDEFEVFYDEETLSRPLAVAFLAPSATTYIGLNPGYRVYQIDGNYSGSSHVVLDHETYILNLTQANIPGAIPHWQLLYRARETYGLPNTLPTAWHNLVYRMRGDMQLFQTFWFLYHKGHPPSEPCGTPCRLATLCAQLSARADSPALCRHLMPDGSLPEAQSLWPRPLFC
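Steps: dispense placental human ASM, pin compound, wait 10 min at room temperature, add HMU-PC0 substrate at 9 uM final, incubate 60 min at 37 °C, add stop solution raising pH to 10, read fluorescence.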
GALK inhibitor = blocks human galactokinase activity; P51570; Purified GALK, Kinase-Glo residual ATP luminescence; Potency, µM (doses to about 57.5 µM), for the others: at the highest dose activity change, negative = inhibition, usual class: inhibitors; actives 0.007% (n = 270,000); AID 1868; further: potency means the concentration at half of the fitted maximal effect; on the % scale 0 is the no-effect control and ±100 the full control effect
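Kinase-Glo Plus luminescence measured ATP left after a 1 h room-temperature reaction. The reaction used 5 nM GALK, 100 uM galactose and 35 uM ATP at pH 8.0 (20 mM HEPES, 5 mM MgCl2, 60 mM NaCl, 1 mM DTT, 0.01% BSA).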
TSG101-PTAP inh = blocks PTAP/TSG101 interaction to inhibit HIV-1 budding. Q99816. Fluorescence polarization, FITC-PTAP peptide / Tsg101 binding. Potency, µM (doses to about 115 µM), inactives show top-dose activity change, negative = inhibition, actives largely listed as inhibitors. 340,000 tested, under 10 active; active means well fitted inhibition curve with a large enough effect in the main read-out, with a control signal flat, not every such curve was filed as active; inconclusive means small, poorly fitted or top-dose-only effect, or effect the other way, or a change in a side signal; inactive means no such curve, though single readings can be large or run the other way; further: potency means the concentration at half of the fitted maximal effect; % of control where 0% means no effect
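Compounds were pin-transferred onto Tsg101 binding domain (10 uM final) in HEPES pH 7.5 buffer, then FITC-PTAP peptide was added at 50 nM final. After 20 min at RT, polarization reported peptide displacement across a qHTS concentration series.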
Menin-MLL TR inh = inhibitors of human menin-MLL interaction, mutant MLL peptide. O00255. Menin + Texas Red MLL mutant peptide, fluorescence polarization. Potency, µM (series often up to 61.6 µM), for the others: at the highest dose FP activity change, negative = inhibition, hits mostly inhibitors. actives 0.23% (n = 270,000); active means well fitted inhibition curve with a large enough effect in the polarisation, with a control signal flat, not every such curve was filed as active; inconclusive means small, poorly fitted or top-dose-only effect, or effect the other way, or a change in a side signal; inactive means no such curve, though single readings can be large or run the other way; the % refers to the polarisation; further: potency means the concentration at half of the fitted maximal effect; % of control where 0% means no effect; many of its hits are not listed in these tables
PKM2 activator = PKM2 (human) enzyme activation. actives 0.34% (n = 260,000). purified PKM2, Kinase-Glo ATP luminescence, activation; response scale: 0% is enzyme alone, no compound. Potency, µM (titrated, usually from 57.5 µM), inactives show at the highest dose activation, hits mostly activators. P14618; further: potency means the concentration at half of the fitted maximal effect; on the % scale 0 is the no-effect control and ±100 the full control effect; nearly all actives have a fitted effect of over 55% in size
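Purified hPK-M2 (>95% pure) converted ADP (0.1 mM final) to ATP with 0.5 mM PEP in 50 mM imidazole pH7.2, KCl, MgCl2, Tween 20, BSA; 1 h at room temperature. ATP detected by Kinase-Glo luminescence.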
Integrin act MD = activates integrin-mediated alleviation for muscular dystrophy; alpha7betagal myoblasts, beta-gal FDG fluorescence, 48 h; Potency, µM (series often up to 38.3 µM), inactives show top-dose activation, most hits filed as activators; actives 0.064% (n = 350,000); AID 624291;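 further: potency means the concentration at half of the fitted maximal effect; 100% = response of the positive control SU9516; nearly all actives have a fitted effect of over 60% in size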
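alpha7betagal+/- myoblasts (passage 13, 250/well) treated 48 h at 37C with compounds at 1:260 dilution of DMSO stock. Lysed, then beta-galactosidase activity read as FDG fluorescence (ex 480/em 540) after 30 min, with pre-read for autofluorescence.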
Tb PFK inh = T. brucei PFK enzyme inhibition; T. brucei PFK, ADP-Glo luminescence; Potency, µM (series often up to 57.5 µM), inactives show at the top dose activity, negative = inhibition, hits mostly inhibitors; actives 0.17% (n = 330,000); AID 485367;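 further: potency means the concentration at half of the fitted maximal effect; 0% = uninhibited 1x PFK enzyme wells and -100% = no-enzyme wells; nearly all actives have a fitted effect of over 60% in size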
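Activity is normalized to no-enzyme wells (full inhibition) and 1.25 nM enzyme wells (no inhibition). Reaction: 0.5 mM F6P, 0.1 mM ATP, 45 min RT, ADP-Glo luminescence; concentration-response curves fitted and classed by quality.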
Starred values were filed as active, the others as inactive; ? = inconclusive; . = no result given; & = joins results of further samples; [ ] = remark or other dose. Unless noted, the call rests on the fitted dose curve; in most records, active means well fitted curve in the direction sought with a large enough effect; inconclusive means small, poorly fitted or top-dose-only effect, or another doubt; inactive means no such curve, though single readings can be large; an effect the other way counts as inactive or inconclusive.

smiles	B2AR arrestin	BCR signal inh	Coupling enz	Giardia killer	ASM inhibitor	GALK inhibitor	TSG101-PTAP inh	Menin-MLL TR inh	PKM2 activator	Integrin act MD	Tb PFK inh
CCOc1ccc2nc(NC(=O)Cn3[nH]c(=O)c4ccccc4c3=O)sc2c1	0.1%	2%	-1	-30	4%	-4%	18%	.	5%	-38%	1%
COc1ccc(Br)cc1[C@H]1[C@@H]2C=CCC[C@@]2(C)C(=O)N1Cc1ccccc1	-0.2%	?	5	1	-7%	-1%	-1%	.	3%	-8%	-6%
CC(C)OC(=O)c1c(NC(=O)c2ccco2)sc2c1CCCC2	-0.6%	-2%	6	-5	156%[activator]	0%	-6%	2%	-3%	3%	4%
CC1(C)CC(=O)c2cc(OCC(=O)NCc3cccnc3)ccc2O1	0.1%	-1%	0	-2	468%[activator]	-2%	-4%	14%	4%	18%	4%
CCNCc1ccc(OCc2ccccc2F)c(OC)c1	0.4%	0%	1	-2	3%	11%	-3%	2%	-6%	-32%	1%
COC(=O)CNC(=O)c1nn(-c2cccc(OC)c2)c(=O)c2ccccc12	-0.3%	11%	-2	-4	1%	1%	1%	15%	0%	-10%	5%
CCn1ccc(=O)c2cc3c(cc21)OCO3	-0.2%	-11%	.	-1	1%	.	-2%	.	.	4%	1%
O=C(NCc1ccccc1Cl)C1CCC(=O)N(C2CCCC2)C1 (stereo unspecified)	-0.1%	7%	6	19	0%	-1%	-5%	-9%	-3%[0.46 µM]	12%	1%
COc1ccc2oc(C(=O)OC(C)C(=O)NC3(C#N)CCCCC3)c(C)c2c1 (stereo unspecified)	-1.0%	-4%	.	8	.	.	-2%	.	.	10%	2%
COc1ccc2c(CC(=O)Nc3c(C)n(C)n(-c4ccccc4)c3=O)coc2c1	-0.1%	?	-8	-25	4%	-2%	-1%	-11%	-22%	1%	-1%
O=C(Nc1ccccc1)C1=C[C@H](c2ccc3c(c2)OCO3)C[C@H](OCCCCO)O1	0.6%	?	-3	2	-3%	1%	-4%	15%	1%	-41%[inhibitor]	2%
CC1=Nc2ccccc2/C1=C/c1sc(=N)n(-c2nccs2)c1O	0.3%	?	-7	-21	?	-3%	24%	?	1%	-59%[inhibitor]	0%
Cc1ccccc1NC(=O)COC(=O)C1=COCCO1	0.1%	-10%	.	11	2%	.	-3%	.	.	?	7%
COC(=O)Cc1sc(-c2ccccn2)nc1-c1ccccc1	0.1%	1%	0	-1	0%	1%	0%	-3%	-10%	4%	-20%
CCn1cnc2c1c(=O)n(CC(=O)NN)c(=O)n2Cc1ccccc1	-1.3%	2%	-1	6	2%	-3%	-2%	-20%	.	6%	-4%
CC(=O)NC(Nc1c(C)n(C)n(-c2ccccc2)c1=O)C(Cl)(Cl)Cl (stereo unspecified)	-0.4%	3%	2	4	0%	14%	-2%	-2%	-6%	10%	-7%
CCc1cccc(NC(=O)Cc2cn(C)c3ccccc23)c1	0.1%	?	-1	-16	-10%	0%	-3%	15%	11%	-6%	16%
CC(C)(C)c1ccc(-c2cc(C(=O)NNC(=O)Nc3ccccc3)c3ccccc3n2)cc1	-0.1%	15%	-2	-6	?	-1%	-2%	-9%	-15%	-46%[inhibitor]	2%
Cc1cccc2nc(CSc3nc4ccccc4[nH]3)cn12	-0.2%	-16%	-2	-5	3%	0%	-19%	0%	13%	?	-3%
O=C(CNc1cccc(C(F)(F)F)c1)N/N=C/C1CCCCC1	-1.6%	-2%	-5	-9	2%	-1%	-12%	-6%	2%	19%	-22%
Cc1ccc(CNC(=O)c2ccc(C)c(S(=O)(=O)N3CCCCC3)c2)cc1	3.3%	-1%	.	5	-1%	.	-2%	.	.	29%	-14%
Cc1cccc(NC(=O)CSc2nnnn2-c2cccnc2)c1	?	1%	3	8	-1%	.	-1%	-4%	-2%	28%	-3%
COc1ccc(-c2noc(CNC(=O)Nc3ccc(F)cc3)n2)cc1	0.1%	-4%	-3	1	-3%	-2%	-2%	?	7%	-10%	-14%
COc1ccc(N(C)S(=O)(=O)c2cccc(C(=O)Nc3nc(C)cs3)c2)cc1	-0.4%	1%	.	20	-7%	.	-1%	.	.	9%	0%
O=C(Nc1cccnc1N1CCOCC1)c1ccco1	-0.2%	9%	5	-23	2%	2%	-2%	27%	-3%	14%	-8%
C#CC1CCCCC1NC(=O)Nc1cnccc1C(F)(F)F (stereo unspecified)	0.1%	0%	0	13	-1%	-1%	-1%	.	-2%	-2%	0%
COc1cccc(N2CCN(C(=O)CN3C(=O)NC4(CCCC4)C3=O)CC2)c1	-0.9%	1%	2	6	5%	-4%	-4%	-11%	0%	-14%	-2%
O=c1ccccn1Cc1ccccc1F	-0.7%	4%	0	3	0%	5%	-5%	-10%	10%	-1%	0%
Cn1c(=O)[nH]c(=O)c2c1nc(N1CCOCC1)n2CCSc1nnnn1-c1ccccc1	-0.4%	3%	0	24	2%	0%	-2%	.	5%	-11%	1%
Cc1oc(=O)c(NC(=O)c2ccccc2)cc1C(=O)c1ccccc1	5.3%	.	-1	-9	-1%	4%	-5%	-6%	28%	-65%[inhibitor]	-25%
CCOc1cc(/C=N/n2cnnc2)cc(Br)c1O	-1.0%	0%	-2	6	24%	0%	-3%	-2%	4%	32%	-1%
COc1ccc(CCN(C)C(=O)c2c(C)nn(CC(C)C)c2Cl)cc1OC	3.4%	-9%	.	12	0%	-4%	2%	.	3%	-9%	0%
COc1ccc(C(=O)Nc2ccnn2C2CCN(Cc3ccn[nH]3)CC2)cc1	0.3%	0%	.	-7	-2%	6%	-4%	.	.	0%	-4%
Cc1nc2scc(C)n2c(=O)c1S(=O)(=O)N1CCN(c2cccc(C(F)(F)F)c2)CC1	-0.2%	?	-3	-9	-9%	-1%	-3%	37%[activator]	6%	11%	0%
COc1cccc(N2CCN(C(=O)CN3C(=O)NC(C)(c4ccc5ccccc5c4)C3=O)CC2)c1 (stereo unspecified)	13%	-10%	.	-11	3%	.	-8%	.	.	9%	7%
COc1ccccc1CNC(=O)c1ccc(Br)o1	-1.3%	-3%	2&1	-13	1%	.	-3%	-21%[94.6 µM]	0%	3%	-3%
COC(=O)CCC(=O)NC(=S)Nc1ccc(S(=O)(=O)Nc2cc(C)on2)cc1	0.2%	0%	-2	28	0%	4%	-3%	-1%	0%	-32%	0%
Cc1ccc(Nc2ncnc3nc[nH]c23)cc1Cl	-1.0%	-32%	1	-9	0%	1%	-1%	-3%	-2%	-8%	-7%
Cc1ccc(NC(=O)CSc2nc3c(c(=O)n(C)c(=O)n3C)n2C)cc1	0.3%	7%	1	-10	-2%	-8%	1%	?	11%	-21%	6%
CC(OC(=O)Cn1[nH]c(=O)c2ccccc2c1=O)C(=O)Nc1ccccc1[N+](=O)[O-] (stereo unspecified)	-1.1%	8%	.	-4	0%	.	-3%	.	.	3%	2%
CCN1C(=O)c2cccc3c(S(=O)(=O)Nc4ccccn4)ccc1c23	0.1%	?	-1	-10	4%	-3%	-7%	-5%	?	22%	9%
CC[C@@]12C(=O)N(c3cccc(Br)c3)C(=O)N1[C@H](c1ccc(F)cc1)[C@@H]1C(=O)N(C3CCCCC3)C(=O)[C@@H]12	-3.0%	5%	.	9	-2%	.	-3%	.	.	6%	0%
COc1ccc(C(=O)/C=C/c2ccc(O)cc2)c2c1CC(O)C(C)(C)O2 (stereo unspecified)	-0.7%	?	.	-12	5%	.	1%	.	.	20%	0%
CCn1cc(C(=O)N[C@@H](CCSC)C(=O)NCCCO)c(=O)c2cc3c(cc21)OCO3	0.1%	-5%	-1	-23	0%	0%	-2%	-20%	.	-8%	-2%
CCN(C[C@H]1N[C@@](C)(C(=O)OC)[C@H]2C(=O)N(C)C(=O)[C@@H]12)C(=O)COC	-0.2%	1%	.	5	0%	.	-4%	.	.	35%	-3%
COc1ccc(-c2[nH]ncc2CN2CCCN(C(=O)c3ccco3)CC2)cc1F	0.0%	-1%	3	-13	3%	3%	0%	.	2%	?	-3%
COC(=O)C1=C(C)N=c2s/c(=C3\C(=O)Nc4ccccc43)c(=O)n2C1c1ccccc1 (stereo unspecified)	-0.6%	1%	3	.	.	0%	.	?	23%	.	0%
COc1cc2c(=O)n(CC3CCCO3)c(=O)n(CC(=O)Nc3ccc(F)cc3F)c2cc1OC (stereo unspecified)	-0.3%	-4%	0	4	-6%	0%	-2%	-13%	3%	9%	-5%

Screens: PubChem BioAssay, National Center for Advancing Translational Sciences (NCATS)

Not all compounds are listed; count on the stated rates, not on these rows.
